TMEM16A act – TMEM16A chloride channel activators or potentiators, primary screen, cell-based, HTS; B-score at 10 µM; 340,000 compounds, 0.3% hits; HEK293 TMEM16A/YFP-H148Q/I152L, iodide quench fluorescence; active compounds read low; Anoctamin-1 (Mus musculus), Q8BHY3; AID 623877, 2012;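 active means fluorescence-ratio B-score plate-corrected deviation score at least 3 library SD below zero, with starting fluorescence score within 5 deviations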;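 further: channel opened by trigger with iodide after compound preincubation; score built on the fluorescence ratio of max minus min over baseline; more negative score means more quench and so TMEM16A activation or potentiation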
Target sequence (Q8BHY3 whole entry, looked up): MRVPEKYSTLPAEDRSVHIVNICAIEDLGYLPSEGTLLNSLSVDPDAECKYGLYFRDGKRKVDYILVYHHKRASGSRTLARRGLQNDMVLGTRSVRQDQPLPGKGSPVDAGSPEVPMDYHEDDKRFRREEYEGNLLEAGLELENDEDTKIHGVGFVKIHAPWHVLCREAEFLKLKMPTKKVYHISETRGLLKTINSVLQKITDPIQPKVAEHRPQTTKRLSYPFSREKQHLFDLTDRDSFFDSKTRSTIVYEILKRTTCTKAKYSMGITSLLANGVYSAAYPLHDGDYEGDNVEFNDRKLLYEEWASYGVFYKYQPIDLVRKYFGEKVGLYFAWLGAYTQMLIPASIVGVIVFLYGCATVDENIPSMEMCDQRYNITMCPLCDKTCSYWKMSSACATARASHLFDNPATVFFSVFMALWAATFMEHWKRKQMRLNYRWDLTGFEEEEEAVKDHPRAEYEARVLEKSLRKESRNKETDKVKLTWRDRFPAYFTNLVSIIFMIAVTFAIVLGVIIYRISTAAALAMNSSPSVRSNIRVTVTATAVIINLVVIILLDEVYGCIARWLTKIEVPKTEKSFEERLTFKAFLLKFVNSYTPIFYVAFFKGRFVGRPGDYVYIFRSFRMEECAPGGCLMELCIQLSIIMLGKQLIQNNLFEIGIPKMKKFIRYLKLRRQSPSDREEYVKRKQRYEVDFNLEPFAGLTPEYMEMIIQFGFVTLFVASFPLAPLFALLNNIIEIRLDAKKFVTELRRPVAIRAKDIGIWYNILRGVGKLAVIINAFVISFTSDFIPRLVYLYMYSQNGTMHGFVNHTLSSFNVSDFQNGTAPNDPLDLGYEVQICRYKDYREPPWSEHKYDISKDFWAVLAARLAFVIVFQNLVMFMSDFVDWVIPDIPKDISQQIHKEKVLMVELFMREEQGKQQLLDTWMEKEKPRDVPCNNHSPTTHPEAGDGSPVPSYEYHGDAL
Calls only; i = inactive. Only part of the results is shown; count on the stated rates, not on these rows.

TMEM16A act,Molecule
i,Cc1noc(C)c1COc1ccccc1C(=O)N1CCN(S(=O)(=O)c2ccc(F)c(F)c2)CC1
i,COc1cc(/C=C(\C(=O)O)c2ccc(S(=O)(=O)N3CCCC3)s2)cc(OC)c1
i,C[C@H](CO)N1C[C@H](C)[C@H](CN(C)C)Oc2ccc(NS(=O)(=O)c3ccc(F)cc3)cc2CC1=O
i,COC(=O)c1cc(C(=O)OCC(=O)c2ccc3c(c2)NC(=O)CO3)cc([N+](=O)[O-])c1
i,CCOc1ccccc1C(=O)N[C@H](C(=O)OCC(=O)Nc1nnc(-c2ccccc2)o1)C(C)C
i,O=S(=O)(Nc1ccc(-n2cnnn2)cc1)c1cccc(Cl)c1
i,CN(C)CCCN1c2ccccc2Sc2ccc3ccccc3c21
i,Cc1cc2ncn(S(=O)(=O)c3ccc(S(N)(=O)=O)cc3)c2cc1C
i,CCc1ccc(NC2=CC(=O)C(=O)c3ccccc32)cc1
i,O=C(C(c1ccccc1)C(O)c1ccccc1)N1CCOCC1 (centres undefined)
i,COc1cc(C(C)=O)ccc1OCC(=O)Nc1cc(Cl)ccc1-n1cncn1
i,CN(CC(=O)Nc1cccc(F)c1)CC(=O)Nc1cccc(S(=O)(=O)N2CCCCC2)c1
i,Cc1ccc(CNC(=O)C2CC(=O)N(C3CCCC3)C2)cc1 (centres undefined)
i,COc1ccc(CC(=O)NCC(=O)N/N=C/c2ccco2)cc1
i,C[C@H](O)Cc1cc2ccccc2c(=O)o1
i,CCC1CCCCN1CC(=O)Nc1ccc2c(c1)OCCO2 (centres undefined)
i,CCCc1sc(C(=O)Nc2nnc(C3CC3)s2)cc1CC
i,CC1(c2cccc(Br)c2)NC(=O)N(CC(=O)c2ccc3c(c2)OCCO3)C1=O (centres undefined)
i,Cc1ccc(CN2CC(=O)N3[C@H]4c5ccccc5OC[C@@H]4[C@H](c4ccccc4)[C@]3(C)C2=O)cc1
i,CCOc1ccc(S(=O)(=O)N2CCCCC2)cc1NC(=O)c1cccnc1OCC
i,C(=NN=C1c2ccccc2-c2ccccc21)c1ccc2c(c1)OCO2
i,Nc1ccc2c(c1)-c1ccc(F)cc1C2=O
i,O=C(Cc1c(F)cccc1Cl)Nc1cc(S(=O)(=O)N2CCOCC2)ccc1N1CCOCC1
i,N#Cc1ccc(CC(=O)c2ccccc2)[nH]c1=O
i,Cc1c(NC(=O)c2ccc(S(=O)(=O)Nc3ccccc3F)cc2)c(=O)n(-c2ccccc2)n1C
i,COc1ccc(OCC(=O)NCCCNC(=O)COc2ccc(OC)cc2)cc1
i,CC1CN(C(=O)COC(=O)c2cnc(Cl)c(Cl)c2)CC(C)O1 (centres undefined)
i,CCN(CC)CCOc1ccc(C=NNc2nc3c([nH]2)c(=O)n(C)c(=O)n3C)cc1
i,Cc1ccc(S(=O)(=O)NC(C)C(=O)OCC(=O)N(C)c2ccccc2)cc1 (centres undefined)
i,Nc1nc(N)nc(C2C=CCCC2)n1 (centres undefined)

Reformatted: results already given.
Structure | TMEM16A act
Cc1noc(C)c1COc1ccccc1C(=O)N1CCN(S(=O)(=O)c2ccc(F)c(F)c2)CC1 | i
COc1cc(/C=C(\C(=O)O)c2ccc(S(=O)(=O)N3CCCC3)s2)cc(OC)c1 | i
C[C@H](CO)N1C[C@H](C)[C@H](CN(C)C)Oc2ccc(NS(=O)(=O)c3ccc(F)cc3)cc2CC1=O | i
COC(=O)c1cc(C(=O)OCC(=O)c2ccc3c(c2)NC(=O)CO3)cc([N+](=O)[O-])c1 | i
CCOc1ccccc1C(=O)N[C@H](C(=O)OCC(=O)Nc1nnc(-c2ccccc2)o1)C(C)C | i
O=S(=O)(Nc1ccc(-n2cnnn2)cc1)c1cccc(Cl)c1 | i
CN(C)CCCN1c2ccccc2Sc2ccc3ccccc3c21 | i
Cc1cc2ncn(S(=O)(=O)c3ccc(S(N)(=O)=O)cc3)c2cc1C | i
CCc1ccc(NC2=CC(=O)C(=O)c3ccccc32)cc1 | i
O=C(C(c1ccccc1)C(O)c1ccccc1)N1CCOCC1 (centres undefined) | i
COc1cc(C(C)=O)ccc1OCC(=O)Nc1cc(Cl)ccc1-n1cncn1 | i
CN(CC(=O)Nc1cccc(F)c1)CC(=O)Nc1cccc(S(=O)(=O)N2CCCCC2)c1 | i
Cc1ccc(CNC(=O)C2CC(=O)N(C3CCCC3)C2)cc1 (centres undefined) | i
COc1ccc(CC(=O)NCC(=O)N/N=C/c2ccco2)cc1 | i
C[C@H](O)Cc1cc2ccccc2c(=O)o1 | i
CCC1CCCCN1CC(=O)Nc1ccc2c(c1)OCCO2 (centres undefined) | i
CCCc1sc(C(=O)Nc2nnc(C3CC3)s2)cc1CC | i

Carrying on:
TMEM16A act,Molecule
i,CCCCn1c(N)c(N(CC)C(=O)C2CCCC2)c(=O)[nH]c1=O
i,CCOC(=O)N1CCC(NC(=O)C2CCN(Cc3nc(-c4ccc(CC)cc4)oc3C)CC2)CC1
i,NC(=O)c1ccsc1NC(=O)COC(=O)c1ccccc1F
i,COC(=O)C1=CO[C@@H](O)C2C(CO)=CCC12 (some centres undefined)
i,COc1cccc(COC(=O)C2CCN(S(=O)(=O)c3ccc(F)cc3)CC2)c1OC
i,O=C(c1cc(C2CC2)nn1-c1ccccc1)N1CCN(S(=O)(=O)c2c(F)cccc2F)CC1
i,Cc1ccc(C)c(OCC(=O)NCC2COc3ccccc3O2)c1 (centres undefined)
i,CC[C@]12C(=O)N(C)C[C@H]([C@@H]3C(=O)N(Cc4ccccc4)C(=O)[C@@H]31)N2C(=O)c1ccc(C(C)(C)C)cc1
i,Cc1ccc(S(=O)(=O)NC(=O)c2cccc(N(C)C)c2)cc1
i,O=C(CN1C(=O)NC(c2ccccc2)(c2ccccc2)C1=O)NCC(=O)Nc1ccc(F)cc1
i,O=C1NC(=S)NC1=Cc1ccc(Cl)cc1Cl
i,CCN1C(=O)[C@H]2[C@@H](c3ccc(-c4cccc(Cl)c4)c(OC)c3)N3CCC[C@@]3(C(=O)OC)[C@H]2C1=O
i,CCCCC(CC)C(=O)O (centres undefined)
i,O=C(NNC(=O)c1ccccc1-n1cccc1)c1ccc(Cl)nc1
i,O=C(Cc1ccccn1)c1ccncc1
i,COc1ccc(NS(=O)(=O)c2cc(NC(=O)[C@H](C)NC(N)=O)ccc2N2CCCC2)cc1
i,COc1ccccc1C(=O)Cc1ccccc1
i,CN(C)N(C(=O)c1cc(-c2cccs2)nn1-c1ccccc1)C1CCS(=O)(=O)C1 (centres undefined)
i,COc1ccc(-c2cc(C(=O)N3CCCC(C(F)(F)F)C3)c3ccccc3n2)cc1 (centres undefined)
i,COc1ccc(CCNC(=O)COC(=O)CNS(=O)(=O)c2ccc(SC)c([N+](=O)[O-])c2)cc1
i,CC(OC(=O)c1ccc2c(=O)n3c(nc2c1)CCC3)C(=O)Nc1ccc(C(N)=O)cc1 (centres undefined)
i,Cc1cccc(C2=NN(c3ccc(Br)cc3)[C@@H](C(=O)N3CCOC3=O)[C@@H]2c2ccc(Cl)cc2)c1
i,Cc1ccsc1CN(C)C(=O)CN1C(=O)NC2(CCCCC2C)C1=O (centres undefined)
i,CCN(C(=O)C(C)Sc1nnc(-c2ccncc2)n1C)C1CCCCC1 (centres undefined)
i,Cc1ccc(S(=O)(=O)N[C@H](C(=O)OCC(=O)NC(=O)NCc2ccco2)C(C)C)cc1
i,CN(C)S(=O)(=O)c1ccc(C(=O)OCC(=O)Nc2ccc3c(c2)OCO3)cc1
i,Cc1ccc(S(=O)(=O)N2CCN(C(=O)COC(=O)CSc3ccc(C)c(C)c3)CC2)c(C)c1
i,C[C@H]1CN([C@@H](C)CO)C(=O)c2cccc(NS(=O)(=O)c3ccc(F)cc3)c2O[C@H]1CN(C)S(=O)(=O)c1cn(C)cn1
i,Cc1ccc2c(c1)[C@H]1[C@H](CO2)[C@H](c2ccccc2)[C@]2(C)C(=O)N(Cc3ccc(F)cc3)CC(=O)N12
i,CC1CCCC(NC(=O)COC(=O)c2cccc(S(=O)(=O)N3CCCCC3)c2)C1C (centres undefined)
i,CCN1CCN(c2ccc(NC(=O)COc3ccc(Cl)cc3C)cc2)CC1
i,Cc1ccc(C(=O)Cc2ccccc2)cc1
i,NCCCNCCCCNCCCN
i,CCCCn1c2nc3ccccc3nc2c2c(=N)oc(C)nc21
i,CCc1c(N)nc(N)nc1Nc1ccccc1Cl
i,O=c1oc(-c2ccc(O)c(O)c2)cc2cccc(O)c12
i,CCOc1cc(C(=O)Nc2ccccc2N2CCOCC2)ccc1OCC(=O)N1CCOCC1
i,C=CCc1cccc2cc(C(=O)Nc3ccccc3C(=O)O)c(=O)oc12
i,COc1ccccc1C(=O)NCCC(=O)OCC(=O)Nc1ccc(S(N)(=O)=O)cc1
i,COc1ccc(S(=O)(=O)N2CCCCC2)cc1NC(=O)CCNC(=O)c1ccc(Cl)cc1
i,COC(C[C@H](O)[C@@H](C)[C@H](O)COCc1ccccc1)OC
i,CC(C(=O)c1ccccc1)C(O)c1ccccn1 (centres undefined)
i,CCN(CC)c1ccc(S(=O)(=O)N2CCOCC2)cc1NC(=O)COC(=O)C1=COCCO1
i,O=C(COc1ccccc1Cc1ccccc1)Nc1cccc(S(=O)(=O)N2CCOCC2)c1
i,C=CCNc1oc(C2CCCC2)nc1C#N
i,O=[N+]([O-])c1cc(F)cc(F)c1Nc1ccc(F)cc1
i,C=CCN(CC=C)CC(=O)Nn1c(C)ccc1C
i,O=C1OC(c2cccs2)=N/C1=C/c1ccc(-c2cccc(C(=O)O)c2)o1
i,O=C(COC(=O)CC1SC(N2CCCC2)=NC1=O)Nc1c(F)c(F)c(F)c(F)c1F (centres undefined)
i,COc1ccc(CNC(=O)COC(=O)c2ccc(C(=O)c3ccccc3)cc2)cc1
i,Cc1nn(C2CCS(=O)(=O)C2)c(C)c1CN(C)C(=O)c1ccc(S(=O)(=O)N(C)C)cc1 (centres undefined)
i,Cc1ccc(CN(C)C(=O)c2cccc(S(=O)(=O)N3CCc4ccccc4C3)c2)o1
i,COc1cc([N+](=O)[O-])ccc1NC(=O)C1CCCN(S(C)(=O)=O)C1 (centres undefined)
i,O=C(NCc1ccccn1)c1cccc(S(=O)(=O)Nc2ccc(F)cc2)c1
i,CC(=O)C[C@H](O)CC(=O)[C@@H]1OC(=O)CCCCC/C=C/Cc2ccccc21
i,CC(=O)OCC(=O)C1(O)CCC2C3CC(C)C4=CC(=O)C=CC4(C)C3(F)C(O)CC21C (centres undefined)
i,CN(C)C(CNC(=O)c1cc2ccccc2o1)c1ccccc1 (centres undefined)
i,CCCc1cc(=O)[nH]c(SCC(=O)Nc2sc3c(c2C(N)=O)CCCC3)n1
i,O=S(=O)(O)c1ccc(O)c2cc(Nc3ccccc3)ccc12
i,CC(NC(=O)COC(=O)c1ccc([N+](=O)[O-])o1)c1ccccc1 (centres undefined)

(continued)
TMEM16A act,Molecule
i,Cc1ccc(S(=O)(=O)NC2(C(=O)O)CCCC2)cc1
i,CCOC(=O)[C@@H]1[C@H]2COc3ccc(Br)cc3[C@@H]2N2C(=O)N(c3ccc(F)cc3)C(=O)[C@@]12C
i,COc1ccc2nc3cc(Cl)ccc3c(Nc3ccc(O)c(CN4CCN(C)CC4)c3)c2c1
i,O=C1[C@H](Cc2ccccc2)NCCCC[C@@H](c2ccc(Cl)cc2)N1Cc1ccccc1
i,O=C(COC(=O)CNC(=O)c1ccccc1F)NC1CC1
i,O=C(CN1C(=O)C2CC=CCC2C1=O)Nc1ccc(OC(F)(F)F)cc1 (centres undefined)
i,O=C(NC1CCCC1)c1cccc2c1C(=O)c1ccc(/C=C/c3ccccc3)cc1S2(=O)=O
i,CC(Sc1ccc(S(=O)(=O)N2CCN(C)CC2)cn1)C(=O)NC1(C#N)CCCCC1 (centres undefined)
i,CCOC(=O)CC1=NN(c2ccccc2)C(=O)C1=c1sc(=C2SC(C)=C(C)N2CC)c(=O)n1CC
i,CNc1snc(C)c1C(=O)OC(C)C(=O)Nc1ccccc1 (centres undefined)
i,Cc1cc(C(=O)OCC(=O)NCCc2ccccc2)c2ccccc2n1
i,Cc1cc(C)cc(OCC(=O)N(Cc2ccco2)c2c(N)n(Cc3ccccc3)c(=O)[nH]c2=O)c1
i,COc1ccc2c(CC(=O)N3CCN(S(=O)(=O)c4ccc(F)cc4)CC3)coc2c1
i,O=C(Nc1cccc(S(=O)(=O)N2CCCCCC2)c1)c1ccc(Cl)nc1
i,COc1ccc(C(C)(C)C)cc1NC(=O)CCn1[nH]c(=O)ccc1=O
i,C=C1C(=O)OC2CC1C(O)CC(C)=CCCC(C)=CC(O)CC2C (centres undefined)
i,COc1ccccc1C=CC(=O)C=Cc1ccccc1OC
i,COc1ccc(C(=O)NC(=O)CSc2nc3nc(C)cc(C)n3n2)cc1
i,COc1cc(/C=C/C(=O)OCC(=O)N2CCCC2)cc(OC)c1OC
i,O=C(Cn1nnc(-c2ccc(Cl)cc2)n1)N1CCN(C(=O)c2ccco2)CC1
i,C=CCn1c(C)cc(C(=O)COC(=O)c2n[nH]c(=O)c3ccccc23)c1C
i,CC(NC(=O)C1CCN(C(=O)c2ccc(F)cc2)CC1)c1ccc(-n2ccnc2)cc1 (centres undefined)
i,CCN1C(=O)[C@@H]2[C@@H](c3ccc(-c4ccccc4)cc3)N3CCC[C@@]3(C(=O)OC)[C@@H]2C1=O
i,COc1ccc(-c2nc(NC(=O)c3c(C)noc3C)sc2C)cc1
i,N#C/C(=C/c1ccccc1)C(=O)OCC(=O)Nc1ccccc1[N+](=O)[O-]
i,CCOC(=O)c1c(NC(=O)COC(=O)c2ccc(NC(=O)CC#N)cc2)sc(C(=O)NC)c1C
i,Cn1nc(C(=O)Nc2cccc(S(=O)(=O)N3CCCC3)c2)c2ccccc2c1=O
i,CCCCN(C(=O)c1ccc(-c2ccc([N+](=O)[O-])cc2)o1)c1c(N)n(CC(C)C)c(=O)[nH]c1=O
i,Cc1c(C(=O)NCC2CCCO2)oc2ccccc12 (centres undefined)
i,O=C(CSc1nnc2ccccn12)NC(=O)c1ccccc1Cl
i,COc1ccc(Cl)cc1C(=O)OCC(=O)N1CCCC(C)C1 (centres undefined)
